Screening results from PubChem BioAssay.
Arrestin-AP2 inh = human beta-arrestin and AP2 interaction inhibition. 340,000 compounds, 0.31% hits. FITC-arrestin peptide / GST-AP2 beads, flow cytometry; AP2 beta2 appendage carries R879A mutation. inhibition, % at 10 µM. AID 504490;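 active = inhibition above a set limit, near 3 SD of compounds lacking own fluorescence, cut at about 54% in these data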;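 also: plate controls were DMSO wells for no effect and 5 µM unlabelled arrestin peptide for full effect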
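Material – AP2 appendage R879A on GSH beads · Buffer or medium – PBS with 0.05% Tween 20 and 0.1% BSA · Probe or stimulus – fluorescein-tagged arrestin peptide at 50 nM final · Incubation – compound with beads 12 min RT, then probe 1 h RT · Detection – high-throughput flow cytometry of beads, ex 488, em 535 nm · Evaluation – percent response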
V-ATPase pHluor = yeast V-ATPase proton transport regulation by pHLuorin. S. cerevisiae, pHLuorin cytosolic pH fluorescence. response, % at 10 µM. 350,000 compounds, 0.37% hits; in the data active = response mostly above about 7.3%, no sharp cut-off; inactive = mostly below about 5.4%; also: actives read high; inactives centre near 0; some compounds called inactive have numbers as strong as hits; reference of the scale not given here
MOR-DOR ag = OPRM1-OPRD1 heterodimerization agonism; P35372+P41143; AID 504326; 340,000 compounds, 0.3% hits; activation, % at 9.3 µM; cells, luminescence; in the data active = activation above about 18%;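 also: 0% = vehicle-treated cells and 100% = reference agonist; values of inactives mirror those of a sister screen read the other way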
Target sequence (P35372 whole entry, looked up): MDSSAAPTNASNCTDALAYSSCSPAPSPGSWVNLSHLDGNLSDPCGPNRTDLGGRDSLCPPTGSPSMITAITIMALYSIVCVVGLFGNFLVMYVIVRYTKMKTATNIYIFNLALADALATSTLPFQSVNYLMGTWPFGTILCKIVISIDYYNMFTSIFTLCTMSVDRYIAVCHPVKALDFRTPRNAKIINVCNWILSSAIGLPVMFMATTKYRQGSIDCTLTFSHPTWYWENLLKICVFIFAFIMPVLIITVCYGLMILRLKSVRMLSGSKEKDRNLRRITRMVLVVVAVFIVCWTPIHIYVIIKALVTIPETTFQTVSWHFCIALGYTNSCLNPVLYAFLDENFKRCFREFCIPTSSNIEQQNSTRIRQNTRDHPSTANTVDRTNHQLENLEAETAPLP
Target sequence (P41143 whole entry, looked up): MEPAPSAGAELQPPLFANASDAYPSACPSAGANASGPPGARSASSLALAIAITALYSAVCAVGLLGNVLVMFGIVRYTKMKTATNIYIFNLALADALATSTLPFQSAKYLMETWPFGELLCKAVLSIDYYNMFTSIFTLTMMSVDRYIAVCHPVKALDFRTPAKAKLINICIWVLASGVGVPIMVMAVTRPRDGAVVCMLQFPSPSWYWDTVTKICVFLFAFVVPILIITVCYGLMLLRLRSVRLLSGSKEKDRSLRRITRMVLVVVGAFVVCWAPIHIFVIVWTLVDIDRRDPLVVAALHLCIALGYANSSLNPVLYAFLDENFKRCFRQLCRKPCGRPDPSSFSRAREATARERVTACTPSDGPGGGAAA
RTF Ca sens act = increases calcium sensitivity of human cardiac regulated thin filaments. P19429+P45379. activation, % at 7.2 µM. 340,000 compounds, 0.24% hits. IANBD-labeled TnC RTF fluorescence at EC20 calcium; 0% EC20 calcium, 100% full calcium. AID 493008;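 active = activation above the mean over all tested compounds plus 3 SD, cut at about 30% in these data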;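 also: rise in fluorescence read as greater calcium sensitivity of cardiac thin filaments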
Keap1 Nrf2 FP = disrupts human Keap1 binding to Nrf2 peptide; Keap1 Kelch-Nrf2 peptide fluorescence polarization, 1536-well; 340,000 compounds, 0.15% hits; inhibition, % at 9.4 µM; Q14145; in the data active = inhibition above about 12%;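 also: human Keap1 Kelch domain with fluorescein labeled Nrf2 9mer peptide probe; 0% = neutral control wells and 100% = peptide positive control; higher means more block of Keap1 binding to Nrf2 peptide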
RTF Ca sens inh = cardiac RTF calcium desensitization | P19429+P45379 | IANBD-labeled cardiac RTF, Ca2+ fluorescence | AID 493244 | inhibition, % at 7.15 µM | 340,000 compounds, 0.12% hits;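 active = inhibition above the mean inhibition of all tested compounds plus 3 SD, cut at about 17% in these data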;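 also: assay run at fixed EC70 calcium of 1.6 mM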
LANA DNA inh = inhibitors of KSHV LANA C-terminal domain DNA binding; MBP-C-LANA/FAM-LBS DNA binding, fluorescence polarization; 340,000 compounds, 0.078% hits; inhibition, % at 9 µM;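 active = highest replicate inhibition at or above 60% at 9 µM, even if other replicates fall short; inactive = all replicates below 60% inhibition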;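 also: 0% = neutral control wells and 100% = 4 µM acridine orange control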
Wnt act = activators of Wnt/beta-catenin signaling; Wnt/beta-catenin reporter cell assay, activator, plate reader; 300,000 compounds, 1.2% hits; AID 743398; activation, % at 9.35 µM; in the data active = activation above about 30%, passing the limit was not always enough;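 also: 0% = neutral control wells and 100% = positive control wells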
OPRM1-OPRD1 inv = mu-delta opioid heterodimer inverse agonism. P35372+P41143. cell-based MOR-DOR heterodimer luminescence. inhibition, % at 9.3 µM. 340,000 compounds, 0.21% hits. AID 504357; in the data active = inhibition above about 22%, passing the limit was not always enough;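 also: 0% = cells with DMSO and 100% = wells without cells with DMSO; values of inactives mirror those of a sister screen read the other way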
Pemphigus Ab inh = inhibitors of pemphigus antibody binding to human desmoglein-3 | P32926 | DSG3-coupled beads, scFv-anti-DSG3-GFP binding, flow cytometry; active compounds read low | binding (percent of control), % at 10 µM | 310,000 compounds, 0.48% hits;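 active = binding more than 3 SD below its plate's average and above zero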;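 also: hits lower antibody fragment binding to DSG3; some compounds called inactive have numbers as strong as hits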
Numbers without * were called inactive; x = no result given.

SMILES	Arrestin-AP2 inh	V-ATPase pHluor	MOR-DOR ag	RTF Ca sens act	Keap1 Nrf2 FP	RTF Ca sens inh	LANA DNA inh	Wnt act	OPRM1-OPRD1 inv	Pemphigus Ab inh
N/C(=N\OC(=O)CCCc1ccccc1)c1cccc([N+](=O)[O-])c1	-13	2	2.8	-1	2	-1	2.5	-1	-16	97
Fc1ccc(Cn2nnc3ccccc32)cc1	-11	0	-2.6	6	-1	-7	-1.4	x	12	105
Cn1c(Cc2cccs2)nnc1SCC(=O)Nc1ccc(F)cc1F	23	-6	0.3	3	3	7	-0.4	4	-2	93
O=C(O)c1ccccc1C(=O)Nc1ccccn1	-3	-3	-0.6	-2	6	-3	0.2	-5	3	103
COC(=O)N/N=C(\CCC(=O)O)c1cccs1	-26	-1	-0.9	0	-3	5	-7.0	5	5	104
O=C(CCn1c(=O)[nH]c2ccsc2c1=O)N1CC(=O)N(CCc2ccccc2)C(=O)C1	-13	1	0.4	0	-5	-4	1.2	x	-2	110
O=C(Cc1ccc(Cl)cc1)N1CCN(c2ccccc2)CC1	-7	2	-1.7	-1	-5	-4	2.4	-1	10	96
Fc1ccc(OCCOCCN2CCNCC2)cc1	-6	0	-2.1	-1	0	-3	0.8	8	10	96
Cc1cccc(NC(=O)C2CCCN(S(=O)(=O)c3ccc(-n4cnnn4)cc3)C2)c1 (centres undefined)	1	-1	0.4	-2	4	-20	2.6	-4	-2	103
Cn1c(/C=C(\C#N)C(N)=S)ccc1-c1ccc(Br)cc1	7	0	0.9	1	1	-12	0.9	-2	-5	76
COc1ccc(CCNC(=O)c2nc(-c3cccs3)no2)cc1OC	8	-1	-2.1	-3	-3	-7	0.2	-2	11	81
Nn1c(Cc2ccccc2F)nnc1SCC(=O)N1CC(=O)Nc2ccccc21	-4	1	-1.2	5	2	-8	2.3	7	7	100
CC1CCc2c(sc3ncn(CCO)c(=O)c23)C1 (centres undefined)	9	-3	-1.6	-1	-2	-2	-1.3	11	8	110
COc1ccc(C2CC(c3ccccc3)=NN2C(=O)CN2N=NC3C(=O)N(c4cccc(F)c4)C(=O)C32)cc1 (centres undefined)	x	0	0.0	-1	0	14	-1.9	7	0	98
CCOCc1nnc(NC(=O)c2cc(OC)c(OC)cc2[N+](=O)[O-])s1	16	-1	0.7	7	3	-23	-1.3	1	-3	99
O=C(CCC(=O)N1CCCC(Nc2ccccc2)C1)c1ccc(F)cc1 (centres undefined)	-4	-2	-3.4	-5	-6	-1	0.2	-2	17	98
COC(=O)N/N=C/c1c(C)nn(-c2cccc(Cl)c2)c1Cl	0	15	0.0	15	-2	-7	0.3	0	0	118
Cn1c(SCC(=O)Nc2ccc3nc(SCC(=O)NC4CC4)sc3c2)nnc1-c1ccccc1	5	0	-1.8	-2	-4	-14	0.0	x	8	100
CCn1c(C)c2c([n+]1CC)CC(C)(C)CC2=O	-20	-4	1.1	-2	-1	-6	-2.1	0	-6	98
CNS(=O)(=O)c1ccc(C)c(S(=O)(=O)NC)c1	7	0	1.7	3	1	-14	-6.8	x	-9	110
O=C(COc1c(Cl)cc(Cl)cc1Cl)c1ccc(Cl)cc1	1	-1	1.0	0	0	-6	-0.6	-2	-5	100
O=C1CC(c2cccs2)c2cc3c(cc2N1)OCO3 (centres undefined)	-4	1	-2.1	5	-5	-4	-1.5	-7	11	91
O=C(NN1C(=O)C2C3C=CC(C4CC34)C2C1=O)c1ccc(Br)cc1 (centres undefined)	-10	3	0.6	8	-2	-1	-0.5	0	-3	105
CC1CCc2sc(-c3n[nH]c(=S)o3)cc2C1 (centres undefined)	-1	-3	-3.5	1	-4	-7	0.7	8	16	103
O=C1CSC(=S)N1CC1CCCO1 (centres undefined)	9	3	1.2	8	-4	-2	-0.4	x	-7	104
Next compounds follow.
SMILES	Arrestin-AP2 inh	V-ATPase pHluor	MOR-DOR ag	RTF Ca sens act	Keap1 Nrf2 FP	RTF Ca sens inh	LANA DNA inh	Wnt act	OPRM1-OPRD1 inv	Pemphigus Ab inh
O=C(CCN1CCN(c2ccccc2)CC1)NNC(=S)Nc1ccccc1	2	5	-2.4	2	0	-15	-0.4	7	12	95
CC(=O)NC(CC(=O)Nc1ccc(S(=O)(=O)N2CCCCC2)cc1)c1ccccc1 (centres undefined)	6	-5	-3.6	4	-1	-10	1.8	x	16	100
NC(=O)CSc1nc2sc3c(c2c2ncnn12)CCCC3	2	1	-0.2	0	1	-6	1.2	x	1	103
Cc1ccc(S(=O)(=O)N2CCN(Cc3nc4ccccc4n3C)CC2)cc1	-2	2	2.4	-3	3	-17	0.2	x	-15	100
CN(C(=O)c1ccc(N2CCOCC2)c([N+](=O)[O-])c1)C1CCCCC1	3	-2	-2.6	2	-4	-4	1.6	0	12	92
CS(=O)(=O)NN1C(=O)c2ccccc2NC12CCCC2	-2	1	-0.6	-1	-5	0	0.8	x	3	95
Cc1cc(C)c(C)c(OCC(=O)NCC2CCCO2)c1 (centres undefined)	1	0	-2.7	-3	-2	8	1.5	x	14	101
COC(=O)CN(c1cccc(F)c1)S(C)(=O)=O	-6	-3	-0.2	4	-7	-6	1.3	x	1	99
CC(=O)O[C@H](COc1c2ccoc2cc2oc(=O)ccc12)C(C)(C)O	1	2	0.0	-2	-3	3	-1.1	1	0	101
COc1cc(/C=N\NC(=O)c2ccc(-c3ccccc3)cc2)ccc1OCC(N)=O	-4	-1	20*	2	-1	-1	0.1	-1	-107	104
C/C=C/c1ccc(OCCCCN2C(=O)NC(C)(C)C2=O)c(OC)c1	3	-4	0.0	2	-5	-13	0.8	x	0	100
C=C(C)CN1C(=O)c2ccccc2C1=O	7	6	-0.8	4	-4	-10	-0.9	-1	4	89
CCCN1CCN(CC(=O)Nc2nncs2)CC1	-1	1	-0.5	1	3	-6	1.2	2	2	111
Cc1ccc2nc(N(CCCN(C)C)C(=O)CS(=O)(=O)c3ccccc3)sc2c1	5	-2	-2.1	-2	1	0	0.9	-3	10	101
Cc1ccc(C)c(S(=O)(=O)NCc2ccc(C(=O)N3CCOCC3)cc2)c1	3	4	-0.2	-2	-2	0	2.1	-2	1	116
NCCCC[C@@H](C(=O)N1CCNCC1)n1cc([C@@H](N)CO)nn1	8	-4	0.4	0	-6	-6	-1.2	17	-3	104
Cc1c(NC(=O)C(C)OC(=O)CC2Sc3ccccc3NC2=O)c(=O)n(-c2ccccc2)n1C (centres undefined)	5	1	-2.2	-2	-2	0	0.2	x	11	x
Cc1ccc2c(C)c(C(=O)N(Cc3ccccc3)C3CCS(=O)(=O)C3)oc2c1 (centres undefined)	8	-4	35*	-2	3	8	-1.3	-5	-195	108
O=C(NCC(=O)N(c1cccnc1)C(C(=O)NC1CCCC1)c1cccs1)c1cccs1 (centres undefined)	2	-2	-1.1	-4	-2	0	-0.9	-3	8	104
Cc1cc(C)nc(NS(=O)(=O)c2ccc(NC(=O)c3ccc(N4C(=O)CCC4=O)cc3)cc2)n1	6	3	-1.1	9	-4	-9	-1.4	x	5	108
CC1CN(C(=O)c2ccccc2Oc2ccccc2)CC(C)O1 (centres undefined)	6	-1	-4.3	-2	-1	-5	-0.6	x	22	98
Cc1cccc(OCC(=O)NCC(=O)N/N=C/c2ccc(O)cc2O)c1	-2	-3	-1.4	-5	-4	-26	-1.0	-2	7	108
COc1cccc(C(=O)N2CCN(C(=O)C3CCCO3)CC2)c1 (centres undefined)	-5	-1	0.1	1	-2	-10	-0.7	-1	0	100
COc1ccc2nc(SCC(=O)NC(C)C)[nH]c2c1	-5	4	0.8	-3	-3	3	-0.6	10	-4	92
Cc1ccc(C(=O)C2C(c3ccc(-c4ccccc4[N+](=O)[O-])o3)NC(=O)NC2(O)C(F)(F)F)cc1 (centres undefined)	8	4	21*	3	-2	-4	-0.6	x	-114	76
Next part
SMILES	Arrestin-AP2 inh	V-ATPase pHluor	MOR-DOR ag	RTF Ca sens act	Keap1 Nrf2 FP	RTF Ca sens inh	LANA DNA inh	Wnt act	OPRM1-OPRD1 inv	Pemphigus Ab inh
Cn1c(C(=O)OC(C(=O)NCC2CCCO2)c2cccnc2)cc2sccc21 (centres undefined)	15	-1	-3.1	1	-1	-5	0.7	-2	14	94
Nc1cccc(/C=C/c2ccncc2)c1	-12	-1	-3.8	-4	-4	-9	2.1	5	19	95
CCOC(=O)N1CCC(NC(=O)c2cc(C(=O)NCc3cccc(Cl)c3)ccc2CO)CC1	6	1	0.3	1	-7	-4	0.2	-4	-1	x
NC(=O)CN(C/C=C/c1ccccc1)C/C=C/c1ccccc1	27	0	-2.0	-4	2	1	-2.8	0	10	120
O=C(CNC(=O)c1cccs1)Nc1ccncc1	-12	6	-1.7	4	-3	-11	0.3	0	11	99
CC(C)NC(=O)[C@H](CSCc1ccccc1)N1Cc2ccccc2C1=O	-3	0	0.5	6	0	-2	1.5	-5	-2	109
COc1cccc(-c2cc3nc4c(c(NCC(C)(C)CN(C)C)n3n2)CCCC4)c1	5	2	2.7	-2	2	5	0.5	-1	-14	100
CCN(CC)CCC(c1cc(OC)c(OC)c(OC)c1)c1c(OC)cc(OC)c2ccc(=O)oc12 (centres undefined)	24	0	1.0	-7	-1	1	-1.4	0	-6	99
O=C(CN1C(=O)NC2(CCCCC2)C1=O)N1CCN(S(=O)(=O)c2cccc(F)c2)CC1	1	-5	-0.5	-3	0	6	-0.3	1	2	102
Cc1cccc(OCC(=O)N2CCN(C(=O)Cc3ccccc3)CC2)c1	6	-2	-1.0	7	3	-4	0.3	x	5	113
CCOC(=O)c1ccc(NC(=O)C2=C(C)Nc3nc(CCCO)nn3C2c2cccc(C)c2)cc1 (centres undefined)	-6	-2	-2.0	8	-3	-9	0.2	-2	10	102
Cc1ccc(NC(=O)CSc2nc3[nH]c(=O)cc(O)c3s2)c(Br)c1	-6	0	-2.5	3	-3	-8	-0.8	2	10	98
Cc1ccc(C(=O)C(OC(=O)COc2ccccc2C)c2ccccc2)cc1 (centres undefined)	24	-3	0.7	-1	-4	7	1.6	-2	-3	103
CCOc1ccc(-c2nnn(CC(=O)c3ccc4c(c3)OCCO4)n2)cc1	-1	2	-0.9	3	-4	-13	-0.4	0	5	102
CC(C)N(C(=O)CSc1nc2ccccc2n1Cc1ccc(F)cc1)C(C)C	5	1	3.8	-2	-4	-26	0.4	x	-24	x
CCn1c(=O)cc(OCC(=O)NCCc2ccc(OC)c(OC)c2)c2ccccc21	9	-1	-3.9	4	-3	8	0.1	5	18	112
CCOCCn1c(=O)c2c(nc3n2CC(C)CN3Cc2ccccc2)n(C)c1=O (centres undefined)	-3	2	-2.0	-6	-5	-3	-0.4	1	10	x
C[C@]12c3[nH]c4ccc(Cl)cc4c3CCN1C(=O)[C@@H](CC(=O)NCC13CC4CC(CC(C4)C1)C3)C[C@@H]2C(=O)N1CCOCC1	27	2	-1.2	-8	-1	2	0.3	-3	6	106

Single values from above:
Pemphigus Ab inh, Cc1ccc(S(=O)(=O)N2CCN(Cc3nc4ccccc4n3C)CC2)cc1 → 100
Wnt act, Cc1ccc2c(C)c(C(=O)N(Cc3ccccc3)C3CCS(=O)(=O)C3)oc2c1 (centres undefined) → -5
